Source: PubChem BioAssay
CaV13 ICDI inh: Disruptors of the CACNA1D IQ motif to Ca2+-dependent inactivation inhibitor domain association, primary screening, Förster resonance energy transfer in intact living … | HEK cells, CFP/YFP FRET ICDI-IQ, plate reader, 10 min; percent FRET-ratio fall versus neutral wells | inhibition, % at 12.3 µM | 340,000 compounds, 0.098% hits;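 active = mean replicate inhibition of at least 30% and at least 1% of replicates passing that level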;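 note: 0% = median of the neutral control wells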
* marks the source's active call; other numbers are inactive results. These rows are one share of the data, so the mix of outcomes need not match the whole.

CaV13 ICDI inh | SMILES
-5 | COc1ccc(-c2cc(C(=O)O)c3c(C)nn(-c4ccccn4)c3n2)cc1
-3 | CCCN1C(=O)c2n[nH]c(C(C)C)c2C1c1cccc(C(F)(F)F)c1 (configuration not stated)
-4 | COc1ccc(C(C)=O)cc1CSc1nnc(SCc2cc(C(C)=O)ccc2OC)s1
-4 | CC(C)(C)n1nc(C2CC2)c(Br)c1NC(=O)c1ccc(Cl)cc1
-9 | Cc1cccc(NC(=O)CN2C(=O)S/C(=C\c3ccc(-c4cccc(C(=O)O)c4C)o3)C2=O)c1
-9 | Clc1ccc(CN2CCN(c3ncc(Cc4ccccc4)cn3)CC2)cc1
-4 | COc1cccc(-n2c(SCC(=O)NCCC3=CCCCC3)nc3n[nH]c(C)c3c2=N)c1
-4 | COCC(=O)N(C)[C@H]1C[C@H]2c3[nH]c4c(-c5ccccc5)cccc4c3CCN2C(=O)[C@H]1[C@H](C)O
-3 | CC1CN(C(=O)/C(C#N)=C2\N=C(NC(=O)c3ccccc3Cl)c3ccccc32)CC(C)O1 (configuration not stated)
-9 | CCCN(CCC)CCN1CCN(C(=O)[C@H](CCc2ccccc2)NC(=O)[C@H]2O[C@@H](n3cnc4c(N)ncnc43)[C@H](O)[C@@H]2O)CC1
-12 | O=C(C(=O)N1CCC(CNS(=O)(=O)Cc2ccccc2)CC1)c1cccs1
-5 | CCC/C(=C1/c2ccccc2C(=O)N1c1ccccc1)c1ccc(C=O)o1
-2 | NC1=NC(c2ccccc2)N=C(Nc2ccccc2)N1 (configuration not stated)
-18 | CCOC(=O)C1=C(C)N=c2s/c(=C/c3cccc(OCC(=O)O)c3)c(=O)n2C1c1ccc(F)cc1 (configuration not stated)
-15 | CCOC(=O)c1ccc(N2NC(=O)/C(=C/c3ccc(OC(=O)c4ccco4)c(OC)c3)C2=O)cc1

Other results.
CaV13 ICDI inh | SMILES
-4 | COCc1[nH]nc2c1C(c1ccc3c(c1)OCO3)N(Cc1ccccc1)C2=O (configuration not stated)
-12 | O=C1NC(Cc2ccccc2)c2nc3ccc(F)cc3c(=O)n2-c2ccccc21 (configuration not stated)
-4 | FC(F)(F)c1ccccc1CN1CCCc2nc(-c3ccccc3)ccc21
-8 | Cc1cc(C)n(-c2nc(-n3nc(C)cc3C)c3c4c(sc3n2)COC(C)(C)C4)n1
-10 | O=C1NC(Cc2ccccc2)c2nc3ccc(F)cc3c(=O)n2-c2cc(Cl)ccc21 (configuration not stated)
-10 | COC(=O)c1ccc(-c2cccc(CN3CCN(c4ncc(Cc5ccccc5)cn4)CC3)c2)cc1
-2 | COC(=O)c1ccccc1S(=O)(=O)NC(=O)[C@H]1O[C@@H](n2ccc(=O)[nH]c2=O)[C@H](O)[C@@H]1O
-9 | CC[C@H](NC(=O)[C@@H](Cc1ccccc1)NC(=O)[C@H]1O[C@@H](n2cnc3c(=O)[nH]c(N)nc32)[C@H](O)[C@@H]1O)c1ccccc1
-8 | COCC(=O)N1CCN(C(=O)C(=O)c2cccc(C(F)(F)F)c2)CC1
-5 | COc1ccccc1N/C=C1/Sc2cc(Cl)ccc2NC1=O
-10 | COC(=O)C1=C(C)N(Cc2cccc(C(F)(F)F)c2)C(=NCC2CC2)NC1c1ccccc1 (configuration not stated)
1 | CC(=O)Nc1ccc(S(=O)(=O)NC(CC(=O)NC2CCCCC2C)C(C)C)cc1 (configuration not stated)
-7 | COC(=O)C1=C(C)N(Cc2ccccc2C(F)(F)F)C(=NCc2cc(OC)c(OC)c(OC)c2)NC1c1ccccc1 (configuration not stated)
-6 | COC(=O)c1ccc(C23CC4(C2)[C@H](CN(Cc2ccc(C(F)(F)F)cc2)[C@@H]4c2ccccc2)C3c2ccc(Cl)nc2)cc1 (some centres not stated)
-4 | C(=CCSc1ccccn1)CSc1ccccn1

Carrying on:
CaV13 ICDI inh | SMILES
-19 | COc1ccc(CN=Nc2cc(C)nc(NS(=O)(=O)c3ccccc3Cl)n2)cc1
-50 | Cc1ccc(N(C)c2nc(N)nc(N)c2N=O)cc1
-3 | O=c1c(Cl)c(Cl)cnn1Cc1ccccc1Cl
-7 | CCN1CCN(Cc2ccc(NC(=O)c3cccc(-c4ccc5nc(NC(=O)C6CC6)sc5n4)c3)cc2C(F)(F)F)CC1
-2 | NC(=O)[C@@H]1CCCN1C(=O)[C@H](CCc1ccccc1)NC(=O)[C@H]1O[C@@H](n2cnc3c(N)ncnc32)[C@H](O)[C@@H]1O
-9 | CCCCCCCCN1C(=O)[C@@H](CC(=O)NCc2cccc(C(F)(F)F)c2)C[C@@]2(C(=O)OC)C1=C[C@H](C(C)(C)C)O[C@@H]2C
-4 | Cc1ccc(Nc2ccc(C(=O)O)cc2N)cc1
-4 | Cc1ccc(-n2[nH]c(C)c(C=Nc3ccc(S(=O)(=O)N4CCOCC4)cc3)c2=O)c(C)c1
-17 | CC(NC(=O)c1c(N)[nH]c(C(=O)c2ccc(Cl)cc2)c1-c1ccc(Br)cc1)c1cccc2ccccc12 (configuration not stated)
-4 | COC(=O)c1cc2c(c3c4ccccc4n(S(=O)(=O)c4cccc(C)c4)c13)C(=O)N(Cc1ccccc1)C2
-14 | COc1ccc(-c2cc(=O)oc3cc(OCC(=O)c4cccc([N+](=O)[O-])c4)ccc23)cc1
-10 | COc1ccc2c(c1)[C@@]1(OCCC=C[C@H]1C)C(=O)N2Cc1ccccc1C(F)(F)F
-7 | Cc1cc(N2CCN(C(=O)OC(C)(C)C)C[C@@H]2C)ccc1Br
-4 | COC(=O)c1cc2c(c3c4cc(C)ccc4n(S(=O)(=O)c4cccc(C)c4)c13)C(=O)N(Cc1ccccc1OC)C2
-1 | COc1ccc(CCC(=O)Nc2cc(Cl)ccc2N2CCN(C)CC2)cc1

13 entries from above, in CSV form.
structure,CaV13 ICDI inh
C(=CCSc1ccccn1)CSc1ccccn1,-4
COc1ccc(CN=Nc2cc(C)nc(NS(=O)(=O)c3ccccc3Cl)n2)cc1,-19
Cc1ccc(N(C)c2nc(N)nc(N)c2N=O)cc1,-50
O=c1c(Cl)c(Cl)cnn1Cc1ccccc1Cl,-3
CCN1CCN(Cc2ccc(NC(=O)c3cccc(-c4ccc5nc(NC(=O)C6CC6)sc5n4)c3)cc2C(F)(F)F)CC1,-7
NC(=O)[C@@H]1CCCN1C(=O)[C@H](CCc1ccccc1)NC(=O)[C@H]1O[C@@H](n2cnc3c(N)ncnc32)[C@H](O)[C@@H]1O,-2
CCCCCCCCN1C(=O)[C@@H](CC(=O)NCc2cccc(C(F)(F)F)c2)C[C@@]2(C(=O)OC)C1=C[C@H](C(C)(C)C)O[C@@H]2C,-9
Cc1ccc(Nc2ccc(C(=O)O)cc2N)cc1,-4
Cc1ccc(-n2[nH]c(C)c(C=Nc3ccc(S(=O)(=O)N4CCOCC4)cc3)c2=O)c(C)c1,-4
CC(NC(=O)c1c(N)[nH]c(C(=O)c2ccc(Cl)cc2)c1-c1ccc(Br)cc1)c1cccc2ccccc12 (configuration not stated),-17
COC(=O)c1cc2c(c3c4ccccc4n(S(=O)(=O)c4cccc(C)c4)c13)C(=O)N(Cc1ccccc1)C2,-4
COc1ccc(-c2cc(=O)oc3cc(OCC(=O)c4cccc([N+](=O)[O-])c4)ccc23)cc1,-14
COc1ccc2c(c1)[C@@]1(OCCC=C[C@H]1C)C(=O)N2Cc1ccccc1C(F)(F)F,-10

(further entries)
CaV13 ICDI inh | SMILES
-5 | NC1(N2SC(S)=C3CCCC=C32)CCCCC1
-4 | C=CC[C@]12C[C@@]3(O[C@H](c4ccc(C(F)(F)F)cc4)N=C3C[C@H](c3ccc(OC)cc3)[C@H]1C)N(Cc1ccncc1)C2=O
-5 | COCc1cc(C)nc(N/N=C/c2ccc(-c3cc(C(=O)O)ccc3Cl)o2)c1C#N
-4 | O=C(Nc1cccnc1Cl)c1cccc(F)c1
-6 | Nc1[nH]c(C(=O)c2ccccc2)c(-c2ccc3c(c2)OCO3)c1C(=O)NCCc1c[nH]c2ccccc12
-10 | COc1ccc(CN2C[C@@]3(O)CC[C@@H](O)[C@@H](OC)[C@@H]3[C@@](C)(O)[C@@H]2CC=C(C)C)cc1
-5 | COC(=O)[C@]12C[C@H](CC(=O)NCCC(C)C)C(=O)N(Cc3ccc4c(c3)OCO4)C1=C[C@H](C(C)(C)C)O[C@@H]2C
-5 | COC(=O)c1cc2c(c3c4ccccc4n(S(=O)(=O)c4ccc(OC)cc4)c13)C(=O)N(Cc1ccccc1OC)C2
-5 | C[C@@H](NC(=O)OC(C)(C)C)c1nnc(S(=O)(=O)Cc2ccccc2)o1
6 | CC1(C)CC2(CC(c3ccccc3)Oc3cc(O)ccc32)NC(=O)N1 (configuration not stated)
-2 | COCc1cc(N2CCN(C(=O)OC(C)(C)C)C[C@H]2C)ccc1N1CCN(Cc2ccccc2)[C@@H](C)C1
-9 | Cc1ccc(S(=O)(=O)NC(=O)ON=Cc2ccc3c(c2)OCO3)cc1
-6 | COC(=O)[C@]12C[C@H](CC(=O)NCCc3ccccc3OC)C(=O)N(Cc3ccccc3)C1=C[C@H](C(C)(C)C)O[C@@H]2C
-4 | O=c1cc(COc2ccccc2[N+](=O)[O-])nc2sccn12
-7 | C#CCNC(=O)C[C@H]1C[C@@]2(C(=O)OC)C(=C[C@H](C(C)(C)C)O[C@@H]2C)N(CCC2=CCCCC2)C1=O

(further entries)
CaV13 ICDI inh | SMILES
-4 | CCOC(=O)C1=CCN(S(=O)(=O)c2ccc([N+](=O)[O-])cc2)C1c1ccc(C)cc1 (configuration not stated)
-3 | Cc1cc(NC(=O)Cc2cn(Cc3ccccc3)c3ccccc23)ccc1Oc1cccnc1
-5 | COc1ccc(-c2noc3c2-c2nc(-c4ccccc4C)sc2CC3)cc1
-5 | CN1CCN(CC(=O)Nc2ccc(OCc3ccccc3)cc2)CC1
-2 | CN(c1ccc(NC(=O)Cc2c[nH]c3ccccc23)cc1)c1ccccn1
-10 | CCc1c(-c2cccc(OC)c2)ncn1CCc1ccccc1OC
-4 | C[C@H]1CNC(=O)c2c(C(=O)N3CCN(c4ccccc4)CC3)ncn21
-9 | CN(Cc1ccccc1)C(=O)c1ccc(NC(=O)Cc2ccc(NC(=O)C3CCN(C(=O)C4CC4)CC3)cc2)cc1
-11 | COC(=O)CC(=O)CC(NS(=O)(=O)c1ccc(C)cc1)c1ccccc1 (configuration not stated)
-4 | COCCN(Cc1ccc(C)cc1)C(=O)[C@@H](Cc1ccccc1)NC(=O)[C@H]1O[C@@H](n2ccc(=O)[nH]c2=O)[C@H](O)[C@@H]1O
-5 | CC1C(=O)N(Cc2ccc([N+](=O)[O-])cc2)c2ccccc2N1C(=O)C1CC1 (configuration not stated)
-4 | COc1ccc(NC(=O)c2ccc(=O)[nH]c2)cc1S(=O)(=O)N1CCCCC1
-12 | CCCc1c(Cc2cccc(F)c2)ncn1CCc1ccccc1OC
-7 | Cc1cc(=O)n2[nH]c(-c3cccnc3)nc2n1
-20 | CN1C(=O)/C(=C/c2cn(CC(=O)NCc3ccco3)c3ccccc23)NC1=S

Additional compounds.
CaV13 ICDI inh | SMILES
-4 | COC(=O)[C@]12C[C@H](CC(=O)NCCC(C)C)C(=O)N(Cc3ccccc3)C1=C[C@H](C(C)(C)C)O[C@@H]2C
-5 | CC(C)Cn1c(N)c(C(=O)COC(=O)c2cc(C(F)(F)F)nc3c(C(F)(F)F)cccc23)c(=O)n(C)c1=O
-6 | C[C@@H]1CN([C@@H](C)CO)C(=O)CCCn2cc(nn2)CO[C@H]1CN(C)S(C)(=O)=O
-3 | COc1cccc(-c2cc(CNC(=O)[C@@H](Cc3ccccc3)NC(=O)[C@H]3O[C@@H](n4cnc(C(N)=O)n4)[C@H](O)[C@@H]3O)no2)c1
-9 | C=CCN1CC(COCc2ccccc2)OCCS1(=O)=O (configuration not stated)
-9 | COC(=O)COc1ccc(S(=O)(=O)Nc2cc(OC)ccc2OC)cc1
-4 | Clc1ccc(-c2csc(NCC3CCCO3)n2)cc1 (configuration not stated)
-4 | Cc1ccc(NC(=O)OC[C@@H]2CSCCS(=O)(=O)N2)cc1
-5 | O=C(O)CS(=O)(=O)c1ccc(Oc2ccc(S(=O)(=O)CC(=O)O)cc2)cc1
-8 | CC(=NNC(N)=O)c1ccc(Cl)c(-n2cccc2)c1
-10 | C[C@@H]1ON(C)[C@H]2C[C@H]3c4[nH]c5cccc(-c6ccccc6F)c5c4CCN3C(=O)[C@@H]12
-4 | COc1ccccc1-n1c(Cc2cccc3ccccc23)nnc1SCC(=O)O
-2 | COc1ccc2cc(/C=N/NC(=O)CN(c3ccccc3OC)S(=O)(=O)c3ccccc3)c(Cl)nc2c1
-3 | COc1ccc(OCC2CN(C3CCCC3)S(=O)(=O)CCO2)cc1 (configuration not stated)
-6 | Cc1cc2nc(-c3cccnc3SCC(=O)NC3CC3)[nH]c2cc1C

Other entries follow:
CaV13 ICDI inh | SMILES
-35 | CCCCCCn1c(=O)[nH]c2nc3cc(N)ccc3nc2c1=O
-12 | C=CCN=C1NC(c2ccc(Cl)cc2)C(C(=O)OC)=C(C)N1Cc1ccccc1C(F)(F)F (configuration not stated)
-4 | COCCNC(=S)N(C)[C@H]1C[C@H]2c3[nH]c4c(-c5ccccc5)cccc4c3CCN2C[C@H]1[C@H](C)O
-11 | CCc1cc2c(nc1CC)CCCN2S(=O)(=O)c1ccc(OC)cc1
-3 | O=C(N[C@H](C(=O)N1CCC[C@H]1C(=O)NC1CCCC1)c1ccccc1)c1ccc(Cl)cc1Cl
-3 | COc1cccc(C(=O)N[C@H](C(=O)N2CCC[C@H]2C(=O)NCc2ccccc2)C2CCCCC2)c1
-2 | CCOP(=O)(c1ccccc1)c1nc(-c2ccccc2C)oc1N1CCCCC1 (configuration not stated)
-8 | CCOC(=O)C1=C(C(=O)OCC)C2N(Cc3ccc(C#N)cc3)c3ccccc3[C@@]23C[C@@H](C(=O)OC)N(S(=O)(=O)c2ccc(F)cc2)C3=N1 (some centres not stated)
-3 | Cc1ccc(CN2C(=O)/C(=C\c3ccc(C(=O)NCc4cccnc4)cc3)Oc3ccccc32)cc1
-1 | CCCS(=O)(=O)N1CCN(S(=O)(=O)c2ccccc2[N+](=O)[O-])CC1
-5 | CCOC(=O)C1CSCCS(=O)(=O)N1Cc1ccc(C)cc1 (configuration not stated)
-7 | Cc1cccc(CN2CCN(C3CN(Cc4cn(Cc5ccc(C(F)(F)F)cc5)nn4)S(=O)(=O)C3)CC2)c1 (configuration not stated)
-5 | COc1cccc(CNS(=O)(=O)c2ccccc2Br)c1
